From PubChem
RBBP9 inhibitor = inhibitors of human serine hydrolase RBBP9. O75884. 0.2% of 220,000 active. recombinant RBBP9, FP-Rh probe fluorescence polarization. inhibition, % at 7.94 µM;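 active = inhibition above the campaign mean of all tested compounds plus 3 SD, cut at about 14% in these data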;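 note: plate controls were DMSO wells with RBBP9 for no effect and wells lacking RBBP9 protein for full effect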
Target sequence (O75884 whole entry, looked up): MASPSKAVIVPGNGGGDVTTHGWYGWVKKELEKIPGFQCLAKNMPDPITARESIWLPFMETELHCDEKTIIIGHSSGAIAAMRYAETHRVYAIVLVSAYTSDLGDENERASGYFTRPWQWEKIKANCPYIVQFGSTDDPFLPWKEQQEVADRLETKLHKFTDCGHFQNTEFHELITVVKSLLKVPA
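Controls: DMSO-treated enzyme wells and wells lacking RBBP9 | Material: RBBP9 protein | Technique: Fluorescence polarization | Replication: Single well per compound, no replicates | Buffer or medium: Tris-NaCl-Pluronic buffer, pH 8.0 | Timing: 30 min compound preincubation, 45 min probe labeling, 25 °C | Read-out basis: Percent inhibition from mP, scaled between DMSO and no-protein wells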
PPC-1+TRAIL kill = compounds killing PPC-1 cancer cells with TRAIL present (potentiator screen, no TRAIL-free arm). PPC-1 cells + TRAIL, ATPLite viability luminescence. 0.41% of 220,000 active. AID 1443. cell killing (% activity), % at 4 µM;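 active = cell killing above 50% in the first pass at 4 µM, then a duplicate retest at 5 µM averaging 50% or more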;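 note: plate controls were cells with TRAIL plus DMSO for no effect and medium-only wells lacking cells for full effect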
CHOP inhibitor = CHOP inhibition in unfolded protein response | CHO-K1 CHOP-promoter luciferase, tunicamycin-induced, 15-18 h | inhibition, % at 10 µM | 3.8% of 220,000 active | AID 2732;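 active = compounds that reduced the stress-induced luciferase reporter signal by more than about 70% of percent inhibition, limit read from the data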;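 note: 0% = tunicamycin plus vehicle and 100% = wells without tunicamycin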
TNF necrop inh = blocks TNF-alpha induced death of Jurkat FADD-/- cells | Jurkat FADD-/- TNF necroptosis rescue, ATP luminescence, 24 h; 0 = TNF only, 100 = no-TNF cells | activation (protection from cell death), % at 10 µM | 0.068% of 220,000 active | AID 463075;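 active = activation, meaning protection from cell death, of at least 50% relative to plate controls; inactive = activation below 50%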;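 note: necroptosis triggered by 40 ng/mL TNF-alpha added together with compound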
Wee1 stabilizer = human Wee1 degradation inhibition, primary screen | P30291 | HeLa Luc-Wee1K328M stability, luciferase luminescence; 100% = proteasome inhibitor MG132 effect | reporter increase, % at 5 µM | 1.2% of 220,000 active | AID 1321;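 active = activation above the mean of all tested compounds plus 3 SD, set per screening run, cut at about 8.8% in these data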;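 note: cells exposed to compound for 20 h before luminescence read; 0% = DMSO alone and 100% = MG132 at 30 µM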
TRPN1 ag = activates the zebrafish TRPN1 channel | HEK293 zebrafish TRPN1-YFP, Fluo-8 calcium fluorescence; 100% = response to 87 µM carbachol | activation, % at 3 µM | 0.18% of 220,000 active | AID 1424;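 active = activation above its plate's cutoff, the mean activation of test wells on that plate plus 3 SD, cut at about 19% in these data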;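 note: 0% = DMSO alone and 100% = 87 µM carbachol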
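Control set: carbachol 87 µM as high control, DMSO as low control; system: HEK293 stable line with zebrafish TRPN1-YFP; read-out: % activation versus carbachol response; detection: intracellular calcium fluorescence with Fluo-8; doses: single test compound dose, 3 µM nominal, 0.3% DMSO; schedule: dye 1 h 37 °C plus 30 min RT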
Ba/F3 V617F tox = reduce viability of Ba/F3 cells dependent on JAK2V617F | Ba/F3 EpoR-JAK2V617F viability, ATP luminescence | inhibition, % at 5.6 µM | 1.1% of 220,000 active | AID 1446;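 active = inhibition above the campaign mean plus 3 SD over all tested compounds, cut at about 24% in these data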;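 note: cytokine-independent growth of Ba/F3 cells driven by EpoR plus mutant JAK2; 0% = DMSO-treated cells and 100% = JAK inhibitor I control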
BaF3 tox = parental Ba/F3 viability inhibition as JAK2V617F counter-screen. CellTiter-Glo ATP luminescence. inhibition, % at 5.6 µM. 1.1% of 220,000 active. AID 1486;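 active = inhibition above a per-campaign cutoff, the mean inhibition of all tested compounds plus 3 SD, cut at about 27% in these data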;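 note: 0% = DMSO wells and 100% = JAK Inhibitor I control wells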
TRPML3 agonist = human mucolipin-3 channel agonism; activation, % at 3 µM; HEK293 TRPML3-YFP, Fluo-8 calcium fluorescence; 100% = the carbachol control signal; Q8TDD5; 0.29% of 220,000 active;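 active = activation above its plate's cutoff, the mean activation of the plate's test wells plus 3 SD, cut at about 12% in these data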;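 note: 0% = DMSO only wells and 100% = carbachol wells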
Target sequence (Q8TDD5 whole entry, looked up): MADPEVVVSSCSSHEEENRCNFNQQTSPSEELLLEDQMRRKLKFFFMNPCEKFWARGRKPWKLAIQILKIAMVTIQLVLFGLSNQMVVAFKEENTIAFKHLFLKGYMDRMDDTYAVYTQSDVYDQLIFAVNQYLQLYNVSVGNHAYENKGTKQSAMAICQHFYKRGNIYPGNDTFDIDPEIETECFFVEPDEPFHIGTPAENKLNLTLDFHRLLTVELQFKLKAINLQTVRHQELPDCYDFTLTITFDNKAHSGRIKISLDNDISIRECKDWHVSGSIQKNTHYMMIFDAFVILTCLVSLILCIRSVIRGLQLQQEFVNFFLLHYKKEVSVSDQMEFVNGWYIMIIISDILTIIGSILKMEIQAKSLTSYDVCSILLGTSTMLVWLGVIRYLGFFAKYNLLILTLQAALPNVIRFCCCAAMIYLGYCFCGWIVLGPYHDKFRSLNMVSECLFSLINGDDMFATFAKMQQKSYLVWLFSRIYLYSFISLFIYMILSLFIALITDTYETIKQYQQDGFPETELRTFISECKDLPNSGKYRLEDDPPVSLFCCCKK
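Test system: TRPML3-YFP stable HEK293 cells. Doses: single point at 3 µM. Incubation: dye loading 1 h 37 °C then 30 min ambient, 125 s read. Signal: Fluo-8 calcium dye fluorescence, ex 470-495, em 515-575 nm. Measure: percent activation from peak-to-basal fluorescence ratio, scaled between DMSO and carbachol.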
* hit, by the source's call; · = not tested or not shown. The order is random; overall some 6.8% were active at least once.

[1] NC(=O)c1c(N)sc2c1CCCCC2
[2] CN(C(=O)c1cc2n(n1)C(C(F)(F)F)CC(c1ccco1)N2)c1ccccc1 (stereo not given)
[3] Cc1nn(C)c(C(=O)N/N=C/c2ccc(C(F)(F)F)cc2)c1[N+](=O)[O-]
[4] COc1ccc(-c2nc(-c3ccccc3)nc(N3CCN(C)CC3)c2C#N)cc1
[5] Cc1ccc(C)c(CSc2ncccc2C(=O)O)c1
[6] O=C(CSc1nnc(COc2ccccc2)o1)N1CCOCC1

assay / entry	1	2	3	4	5	6
RBBP9 inhibitor	0	-7	2	2	-5	1
PPC-1+TRAIL kill	2	11	6	1	2	8
CHOP inhibitor	-12	·	-3	67	28	13
TNF necrop inh	-0.7	-2.7	2.4	-11	0.3	0.4
Wee1 stabilizer	3	-5	6	-2	-1	1
TRPN1 ag	-0.5	-0.8	-0.8	0.5	-1.2	0.5
Ba/F3 V617F tox	-1	2	-3	1	-2	-1
BaF3 tox	2	1	1	6	-1	2
TRPML3 agonist	0.4	-0.7	-0.3	0.4	-0.8	0.8

[7] CCOc1ccc(NC(=O)c2cccs2)c([N+](=O)[O-])c1
[8] CCOC(=O)CNC(=O)CSc1nnc(Cn2cnc3ccccc32)n1C
[9] C#CCNC(=O)C1=C[C@H](c2ccc3c(c2)OCO3)[C@@H](CCCO)[C@H](OCC)O1
[10] C/C(=C\c1ccco1)C1C(C#N)=C(N)Oc2n[nH]c(-c3ccccc3)c21 (stereo not given)
[11] Cc1nc(OCc2ccccc2)c2ccccc2n1
[12] COC(=O)c1sc2nc3c(cc2c1N)C(=O)CC(C)(C)C3

assay / entry	7	8	9	10	11	12
RBBP9 inhibitor	-10	1	-1	-2	-3	-7
PPC-1+TRAIL kill	20	-23	8	3	7	9
CHOP inhibitor	49	14	23	24	17	37
TNF necrop inh	-7.9	-2.3	0.3	-2.7	-2.9	-1.9
Wee1 stabilizer	8	0	8	2	0	2
TRPN1 ag	0.0	-0.3	-1.7	-0.3	0.6	-0.1
Ba/F3 V617F tox	-5	3	-2	-2	4	3
BaF3 tox	1	6	-4	1	6	2
TRPML3 agonist	-0.1	1.0	0.0	-0.7	-0.3	0.7

[13] NC(=O)c1nnn(-c2ccc([N+](=O)[O-])cc2)c1-c1ccccc1
[14] CCSC(=O)CCCCCCCCCCCO
[15] Cc1csc(N(C)C(=O)CSc2nnc(COc3cccc4ccccc34)o2)n1
[16] Cc1c(C(=S)NC(=O)C2CC2)c(=O)n(-c2ccccc2)n1C
[17] Cc1cc(C(F)(F)F)nc(Nc2nc(C)c3ccccc3n2)n1
[18] CC(Nc1nc2ccccc2n2cnnc12)c1ccccc1 (stereo not given)

assay / entry	13	14	15	16	17	18
RBBP9 inhibitor	5	-5	1	-10	1	-8
PPC-1+TRAIL kill	-5	-1	-5	12	20	6
CHOP inhibitor	-7	44	4	39	-2	52
TNF necrop inh	2.2	-2.7	4.1	-0.4	-1.3	-6.0
Wee1 stabilizer	3	2	-2	-1	-2	1
TRPN1 ag	-1.4	1.3	-0.6	2.0	0.0	1.0
Ba/F3 V617F tox	-2	1	0	0	-5	1
BaF3 tox	5	1	0	5	2	1
TRPML3 agonist	0.8	1.0	0.2	-0.1	0.4	0.6

Some values from the entries so far:
entry 1 in CHOP inhibitor is listed with -12
entry 17 in TRPML3 agonist is listed with 0.4

Other entries:
[19] CCOc1ccccc1-n1c(COc2ccccc2)nnc1SCC(N)=O
[20] COc1ccccc1CNC(=O)C/C(C)=N/NC(=O)COc1ccc(C)cc1Br
[21] Cc1ccc(NC(=O)C2CCN(c3cnccn3)CC2)cc1C
[22] N#CC(=NCc1cccnc1)C1=C(O)c2ccccc2C1=O
[23] COc1cc(NS(C)(=O)=O)cc(OC)c1OC
[24] COc1ccc(Nc2nc(N3CCN(C)CC3)nc3ccccc23)c(OC)c1

assay / entry	19	20	21	22	23	24
RBBP9 inhibitor	8	-2	-4	-5	-2	-3
PPC-1+TRAIL kill	21	4	13	12	21	19
CHOP inhibitor	19	-6	4	5	8	-9
TNF necrop inh	-2.2	-0.8	1.4	-2.6	-0.2	2.4
Wee1 stabilizer	-4	-4	-3	1	3	-2
TRPN1 ag	-0.1	-0.9	0.3	-1.0	1.4	-0.5
Ba/F3 V617F tox	-2	-1	-4	-5	2	4
BaF3 tox	0	0	3	3	8	7
TRPML3 agonist	-0.3	0.1	-0.8	-0.4	0.8	1.2

[25] CCOC(=O)N1CCC(c2cc(=O)n3[nH]c(C)c(-c4ccc(F)cc4)c3n2)CC1
[26] NCCOc1ccccc1OCCN
[27] CN(C)S(=O)(=O)c1ccc(C(=O)Nc2ccccc2OC(F)(F)C(F)F)cc1
[28] COC(=O)C(Cc1ccccc1)NC(=O)c1cc(=O)[nH]c2ccccc12 (stereo not given)
[29] COC(=O)c1cn(C(=O)c2ccc(C)c(C)c2)c2ccccc12
[30] COc1ccc(C(c2nnnn2C2CCCC2)N2CCN(c3ccccc3)CC2)cc1 (stereo not given)

assay / entry	25	26	27	28	29	30
RBBP9 inhibitor	1	2	-2	-9	-11	-7
PPC-1+TRAIL kill	13	4	7	2	13	4
CHOP inhibitor	0	9	44	6	9	-57
TNF necrop inh	0.2	-1.1	-1.2	0.2	-3.2	2.9
Wee1 stabilizer	1	12*	0	-3	0	0
TRPN1 ag	-2.0	0.6	1.8	-0.3	0.7	-2.3
Ba/F3 V617F tox	-4	2	3	-1	-2	4
BaF3 tox	2	9	9	2	1	2
TRPML3 agonist	0.0	0.2	-0.2	-0.9	1.1	-1.5

[31] CCN(CC(N)=O)S(=O)(=O)c1ccc(F)cc1
[32] O=C(c1cc(S(=O)(=O)N2CCCCC2)ccc1F)N1CCCCC1
[33] CCCn1c(=N)n(CC(O)c2ccco2)c2ccccc21 (stereo not given)
[34] Cc1cccc(N2CCN(C(=O)CC(NC(=O)c3ccccc3Cl)c3ccccc3)CC2)c1C (stereo not given)
[35] CC1(C)CC(=O)C(CC2=C(O)CC(C)(C)CC2=O)=C(O)C1
[36] Cc1cc(C)c2c(n1)nn1c(C)c(CCC(=O)NCc3ccco3)c(C)nc21

assay / entry	31	32	33	34	35	36
RBBP9 inhibitor	4	-6	2	-7	-1	-8
PPC-1+TRAIL kill	14	-4	-6	14	18	15
CHOP inhibitor	10	7	-47	46	-4	0
TNF necrop inh	1.2	-2.3	2.2	-0.9	-0.8	1.1
Wee1 stabilizer	-2	0	-1	-2	-3	-1
TRPN1 ag	0.4	-0.4	0.9	-2.1	1.3	-0.5
Ba/F3 V617F tox	3	3	-2	3	2	-3
BaF3 tox	0	3	1	11	1	-3
TRPML3 agonist	0.5	0.5	0.0	0.0	1.1	0.7

Single records, as listed above.
O=C(c1cc(S(=O)(=O)N2CCCCC2)ccc1F)N1CCCCC1 as listed: RBBP9 inhibitor = -6; PPC-1+TRAIL kill = -4; CHOP inhibitor = 7; TNF necrop inh = -2.3; Wee1 stabilizer = 0; TRPN1 ag = -0.4; Ba/F3 V617F tox = 3; BaF3 tox = 3; TRPML3 agonist = 0.5
CC1(C)CC(=O)C(CC2=C(O)CC(C)(C)CC2=O)=C(O)C1 as listed: RBBP9 inhibitor = -1; PPC-1+TRAIL kill = 18; CHOP inhibitor = -4; TNF necrop inh = -0.8; Wee1 stabilizer = -3; TRPN1 ag = 1.3; Ba/F3 V617F tox = 2; BaF3 tox = 1; TRPML3 agonist = 1.1

Next part:
[37] N#Cc1c(C(F)(F)F)cc(-c2ccc(Cl)c(Cl)c2)nc1SCCN1CCOCC1
[38] CN(C)/C=C(\C(=O)c1ccc(Cl)cc1)c1nnnn1-c1ccc(Cl)cc1
[39] CC(=O)[C@@]1(O)CC[C@H]2[C@@H]3C[C@H](C)C4=CC(=O)C=C[C@]4(C)[C@@]3(F)[C@@H](O)C[C@@]21C
[40] COc1ccccc1NS(=O)(=O)c1ccc(NC(C)=O)cc1
[41] CCOC(=O)C(=CNc1ccc2c(c1)nnn2-c1ccc(Cl)cc1)C(=O)OCC
[42] O=Cc1ccc(-n2cccn2)cc1

assay / entry	37	38	39	40	41	42
RBBP9 inhibitor	-5	-5	-1	9	-6	-6
PPC-1+TRAIL kill	-1	·	1	27	18	14
CHOP inhibitor	14	19	33	16	79*	-4
TNF necrop inh	1.0	-3.6	0.2	-1.4	0.4	-0.4
Wee1 stabilizer	0	-3	3	0	0	2
TRPN1 ag	0.0	0.4	1.9	0.6	-1.0	1.8
Ba/F3 V617F tox	-2	0	16	-2	-4	-2
BaF3 tox	0	3	6	2	0	4
TRPML3 agonist	0.5	-0.9	1.2	0.5	0.0	0.1

[43] COc1ccc(C2C(C(=O)N3CCN(c4ccccc4)CC3)c3ccccc3C(=O)N2C)cc1 (stereo not given)
[44] CC(C)C[C@H](NC(=O)OC(C)(C)C)c1nnc(SCc2ccccc2)o1
[45] O=C1Nc2ccc([N+](=O)[O-])cc2OC1CCN1CCN(Cc2ccc3c(c2)OCO3)CC1 (stereo not given)
[46] CCc1nnc(NC(=O)c2ccc(OC)cc2OC)s1
[47] Cc1ccc(-c2c(C)n([O-])c3c([n+]2=O)CCCC3)cc1
[48] CCOC(=O)c1cnc2c(Cl)cc(Cl)cc2c1NCCOCCO
[49] CC(C)OCCCNC(=S)Nc1ccc2nc3n(c(=O)c2c1)CCCCC3

assay / entry	43	44	45	46	47	48	49
RBBP9 inhibitor	-3	-1	3	3	-4	-8	-7
PPC-1+TRAIL kill	43	6	6	34	·	15	18
CHOP inhibitor	15	52	17	8	-1	35	17
TNF necrop inh	-1.7	1.6	-1.8	-0.7	-0.5	-6.2	0.8
Wee1 stabilizer	5	-2	-2	0	-1	-3	-1
TRPN1 ag	0.6	-3.5	1.3	0.8	0.1	0.2	2.1
Ba/F3 V617F tox	2	-1	2	0	4	-1	-2
BaF3 tox	7	1	2	1	8	4	4
TRPML3 agonist	-0.1	-0.5	1.5	0.0	0.3	0.8	0.8
